# NPY Y2 blocker: blocks the human neuropeptide Y Y2 receptor | P49146 | NPY-Y2 expressing cells, antagonist mode | inhibition, % at 2.7 µM | hit rate 0.99% among 140,000 | AID 793; in the data active = inhibition above about 17%;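 also: 0% = vehicle with agonist challenge and 100% = reference antagonist with challenge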
# Target sequence (P49146 whole entry, looked up): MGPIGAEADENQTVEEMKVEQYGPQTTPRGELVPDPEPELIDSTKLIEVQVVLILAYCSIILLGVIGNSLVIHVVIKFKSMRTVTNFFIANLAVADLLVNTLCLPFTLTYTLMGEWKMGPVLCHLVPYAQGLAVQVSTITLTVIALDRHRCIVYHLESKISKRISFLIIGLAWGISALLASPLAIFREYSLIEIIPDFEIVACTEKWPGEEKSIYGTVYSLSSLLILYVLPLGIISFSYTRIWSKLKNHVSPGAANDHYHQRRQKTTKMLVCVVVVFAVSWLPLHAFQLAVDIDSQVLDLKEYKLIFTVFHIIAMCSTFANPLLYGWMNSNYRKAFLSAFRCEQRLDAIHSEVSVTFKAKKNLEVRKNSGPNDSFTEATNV
# Phagocyt inh: macrophage phagocytosis inhibition. J774A.1 macrophage IgG-bead phagocytosis, imaging. AID 1029. hit rate 0.07% among 110,000. inhibition, % at 5 µM;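 active = inhibition above the mean of the plate negative controls plus 5 SD, cut at about 13% in these data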;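 also: phagocytic index as fraction of beads internalized from green versus red external bead signal; plate controls were DMSO negative control for no effect and cytochalasin-D positive control for full effect; some results beyond the cut were filed as inactive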
# MRP1 act: activates MRP-1 | hit rate 0.61% among 140,000 | viability increase, % at 10 µM | AID 799 | H69AR cells + doxorubicin, viability rescue, CellTiter-Glo;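 active = viability gain under doxorubicin at or above a set limit, the compound median plus 3 SD, cut at about 4.7% in these data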;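 also: MRP-1 overexpressing cells given doxorubicin 25 µM after compound pretreatment; 18-22 h compound pretreatment then 72 h with doxorubicin before readout; 0% = doxorubicin-only wells and 100% = vehicle-treated cells without doxorubicin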
# BB579 growth dn: reduces growth of yeast BB579 in restrictive medium. hit rate 0.51% among 140,000. S. cerevisiae BB579 growth, OD615, 48 h. AID 804. inhibition, % at 10 µM;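 active = inhibition above a set limit, 3 SD over the mean compound inhibition, cut at about 44% in these data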; also: inactives centre near -24
#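 Assay system: S. cerevisiae DeaD strain BB579 yeast. Medium: CSMM-D restrictive synthetic medium containing dextrose (glucose). Times: 4 h cell preincubation, 48 h compound exposure, 30 °C humidified. Signal: OD615 turbidity measurement. Benchmarks: positive control amphotericin B 10 µg/mL.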
# E-sel TNF inh: TNF alpha driven E-selectin expression inhibition | HUVEC TNFa-induced E-selectin immunofluorescence, high content | inhibition, % at 2 µM | hit rate 0.71% among 120,000 | AID 1246;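 active = inhibition above the batch mean plus 3 SD, and confirmed as a hit on visual image review, cut at about 43% in these data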;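 also: 0% = TNF-stimulated DMSO wells and 100% = unstimulated control wells; not every result past the cut was called active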
# Measles CPE: protection of cells from measles virus | Measles virus-infected cells, CPE protection, absorbance | protection (pct of control), % at 4 µM | hit rate 1.5% among 140,000 | AID 841; in the data active = protection mostly above about 24%, no sharp cut-off; inactive = mostly below about 26%; also: some compounds called inactive have numbers as strong as hits
# HCT116 bCat-KO: beta-catenin-lacking colon tumor cell growth suppression; HCT116 beta-catenin knockout viability, CellTiter-Glo, 60 h; stronger effect = lower value; viability, % at 10 µM; hit rate 1.5% among 140,000; AID 818;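 active = viability at or under a set limit, the compound median less 4 SD, cut at about 6% in these data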;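 also: 0% = Hyamine 1622 control at 20 µM and 100% = untreated cell control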
# Yeast lifespan up: yeast lifespan extension | S. cerevisiae growth with nicotinamide, OD615; deaD strain in restrictive glucose medium | hit rate 0.68% among 130,000 | inhibition of the nicotinamide effect, % at 10 µM | AID 775;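 active = inhibition above a set limit, placed 3 SD over the median of all compounds, cut at about 26% in these data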;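 also: 0% = nicotinamide-treated wells and 100% = cells grown without nicotinamide; some compounds called inactive have numbers as strong as hits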
#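 Assay system: DeaD-strain S. cerevisiae. Medium: CSMM-D glucose medium, restrictive. Reagent: nicotinamide, 1.5 mM, co-present with compound. Compound: 10 µM single point, 0.25% DMSO. Schedule: culture preincubation 4 h, compound exposure 48 h, both 30 °C. Detection: absorbance at 615 nm.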
# GALR2 blocker: blocks the human galanin receptor 2 | hit rate 0.39% among 140,000 | inhibition, % at 4 µM | GALR2-expressing cells, antagonist mode | O43603; in the data active = inhibition above about 27%;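 also: cells stimulated with galanin 1-16 at roughly its EC80; 0% = agonist challenge control and 100% = basal control without agonist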
# Target sequence (O43603 whole entry, looked up): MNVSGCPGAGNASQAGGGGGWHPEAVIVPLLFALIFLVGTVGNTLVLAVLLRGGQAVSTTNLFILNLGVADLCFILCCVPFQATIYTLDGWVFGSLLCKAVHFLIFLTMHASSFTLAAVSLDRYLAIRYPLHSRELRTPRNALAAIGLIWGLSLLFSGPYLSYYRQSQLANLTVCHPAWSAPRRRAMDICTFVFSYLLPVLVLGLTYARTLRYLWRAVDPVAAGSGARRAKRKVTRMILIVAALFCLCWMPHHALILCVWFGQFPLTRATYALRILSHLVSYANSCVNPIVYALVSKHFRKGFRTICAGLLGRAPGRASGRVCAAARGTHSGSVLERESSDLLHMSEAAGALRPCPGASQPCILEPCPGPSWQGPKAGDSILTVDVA
# HCT116 PTEN-null: growth suppressors of cells with PTEN tumor suppressor deletion; HCT116 PTEN-null viability, CellTiter-Glo, 60 h; stronger effect = lower value; hit rate 1.2% among 140,000; viability, % at 10 µM;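 active = viability at or below a set limit, 4 SD under the median of all tested compounds, cut at about 3.7% in these data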;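 also: PTEN knockout HCT116 line with beta catenin targeted HCT116 as companion control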
# Starred values were filed as active, the others as inactive; · = not tested or not shown.
SMILES,NPY Y2 blocker,Phagocyt inh,MRP1 act,BB579 growth dn,E-sel TNF inh,Measles CPE,HCT116 bCat-KO,Yeast lifespan up,GALR2 blocker,HCT116 PTEN-null
COc1cc(OC)cc(-c2cc3nc(C)c(CCC(=O)NC(C)CCc4ccco4)c(C)n3n2)c1 (stereo not given),-3,0,-2.2,-37,-2,19,52,-30,2,51
Cc1ccc2[nH]c(=O)c(CN(Cc3cccs3)Cc3nnnn3Cc3ccccc3)cc2c1,8,·,-5.4,-38,-31,12,90,-3,2,74
Cc1ccc2cc3c(N)[nH]nc3nc2c1,2,-4,-3.8,-10,-1,10,78,-3,-9,83
O=C(N/N=C/c1cccc(Cl)c1Cl)Nc1ccccc1,12,·,1.2,-20,-4,2,99,-3,-5,102
Cc1ccc(CNC(=O)C2CCN(S(=O)(=O)c3cnc[nH]3)CC2)cc1,2,-1,-0.7,-36,8,11,89,-7,-6,100
O=C(Nc1nnc(-c2ccco2)o1)C1CCCCC1,3,1,-2.2,-2,13,14,92,-1,5,86
Cn1c(=O)[nH]c(=O)c2c1nc(N1CCCCCC1)n2CCSc1nc2ccccc2[nH]1,0,1,-1.9,-39,-8,36,90,-6,-7,94
CCCCC(=O)N(c1ccc(C)c(C)c1)C1C=CS(=O)(=O)C1 (stereo not given),0,·,-3.9,-15,·,8,89,-10,-8,94
CCCc1ccc(OCC(=O)NNC(=S)NC(=O)c2ccco2)cc1,1,·,1.3,99*,-19,4,32,-20,-12,31
Cc1ccc(NC(=O)N(C2CCCCC2)C(C)c2cccnc2)cc1C (stereo not given),4,1,-0.8,-4,-6,5,71,-10,-5,70
COc1ccc(/C=N/Nc2nnc(Cc3ccc(OC)c(OC)c3)c(=O)[nH]2)cc1,1,-6,-1.8,-26,-5,22,64,2,-18,69
COc1ccc(NC(=O)C2C3C=CC(C3)C2C(=O)NCc2ccco2)c(OC)c1 (stereo not given),1,·,-0.1,-13,-32,22,91,·,8,99
O=C(Nc1nn(Cc2ccc(Cl)cc2)cc1Br)c1ccc(COc2ccccc2Cl)o1,1,·,-2.5,-13,3,3,67,-22,15,67
COc1ccc(/C=C(/C#N)C(=O)Nc2cc(C)ccc2C)cc1C(=O)O,7,0,1.0,-15,-52,0,100,-9,-6,96
CC(=O)N(CC1CCCO1)C1(C(=O)NC2CCCC2)CCCCC1 (stereo not given),2,0,-0.2,-63,-1,14,104,-8,-2,108
CCOc1cc(C(=O)Nc2cccc3ncccc23)cc(OCC)c1OCC,2,-1,-0.7,-1,·,8,102,-8,-4,108
CCOC(=O)CSc1nc2cc(C(=O)NCC3CCCO3)ccc2c(=O)n1Cc1ccco1 (stereo not given),0,0,-0.8,-76,·,3,93,6,4,102
CC(=O)Nc1c(C(=O)N2CCOCC2)cnn1-c1ccc(C)c(C)c1,3,·,-1.1,-1,-5,7,86,-1,9,87
Cc1ccc(C(=O)CC2SC(N)=NC2=O)cc1 (stereo not given),3,0,0.1,-17,-9,42,92,-12,-3,91
CCCCc1nc(Cl)c(C#N)c2c1CCCC2,5,·,-1.5,4,·,1,89,5,-5,92
CCC(=O)N1CCN(c2ccc(NC(=O)c3cc4ccccc4o3)cc2Cl)CC1,6,-1,-4.3,-38,·,8,2.5*,-14,6,3.1*
COc1ccc2nc(Nc3nc4ccc(NC(C)=O)cc4s3)sc2c1,-4,-6,-4.9,-11,·,2,2.2*,8,-15,1.6*
Cc1cccc(OC(=O)c2sc(Cl)nc2C)c1,2,-4,-3.4,-37,5,5,87,-4,1,83
CSc1ccc(Cc2ccc(Cl)cc2Cl)nn1,1,0,-1.1,-6,18,9,78,-5,2,74
COc1ccc(N2CCN(CCNC(=O)CCS(=O)(=O)c3cccc4nsnc34)CC2)cc1,-2,-2,-0.2,-2,18,10,88,-2,-12,104
COC(=O)c1ccccc1OCCOc1ccccc1C(=O)OC,5,·,-2.8,-43,12,5,90,-20,-7,85
Cc1cc(C)c2cc(CN(CCO)C(=O)Nc3ccc(Cl)cc3)c(=O)[nH]c2c1,1,-1,-3.5,-46,-36,5,67,-7,1,78
O=S(=O)(Cc1ccccc1)N1CCCC1,-1,0,0.8,-35,·,7,88,-17,-6,92
CCOC(=O)CSc1nnc(CNC(=O)c2cc(OC)c(OC)c(OC)c2)n1C,2,-2,-3.9,-20,39,7,86,-6,9,100
COC1CCCCC1Nc1cc(C)cc(C)c1 (stereo not given),-2,0,-3.2,8,18,21,93,0,-3,92
C=CCOc1c(CNc2ccc(S(N)(=O)=O)cc2)cccc1OC,3,·,-1.4,-1,2,28,93,·,2,97
O=C(CN1CCOCC1)Nc1c2c(nc3c1CCC3)CCC2,1,·,-1.8,2,1,24,86,-3,-2,97
Cc1ccc(C(=O)N/C(=C/c2cccs2)C(=O)N2CCCCCC2)cc1,10,·,-3.2,-9,·,5,87,-14,1,82
COC(=O)c1cc(-c2c(C)oc3cc(O)ccc3c2=O)c(C)o1,0,·,-0.1,-3,-6,13,97,12,3,102
O=C(NCC(c1cccnc1)N1CCN(c2ccc(F)cc2)CC1)c1ccc(F)cc1 (stereo not given),-1,·,-1.2,-29,-3,4,91,12,-9,89
O=C(COc1ccccc1)Nc1ccc(S(=O)(=O)NCc2ccco2)cc1,-1,1,-1.1,-15,-7,7,89,-9,3,95
CCn1c(SCC(=O)Nc2cc(NC(C)=O)ccc2OC)nnc1-c1ccccn1,-1,·,-3.2,4,2,21,90,-8,-2,100
O=C(CSc1nc2ccccc2n1-c1ccccc1)Nc1ncc(Cl)cc1Cl,5,-5,3.0,-14,6,53*,105,-3,-14,101
NS(=O)(=O)c1ccc(CNC(=O)/C=C/c2cccc(Cl)c2)cc1,2,·,0.0,-38,·,1,107,3,-7,101
COc1ccccc1OCc1ccc(C(=O)Nc2ccncc2)o1,3,0,0.4,-40,-6,12,38,-5,23,52

# Part of the list above, showing only Yeast lifespan up:
SMILES,Yeast lifespan up
CSc1ccc(Cc2ccc(Cl)cc2Cl)nn1,-5
O=C(COc1ccccc1)Nc1ccc(S(=O)(=O)NCc2ccco2)cc1,-9

# Following part
SMILES,NPY Y2 blocker,Phagocyt inh,MRP1 act,BB579 growth dn,E-sel TNF inh,Measles CPE,HCT116 bCat-KO,Yeast lifespan up,GALR2 blocker,HCT116 PTEN-null
Cc1ccc(N(CCC(=O)O)S(=O)(=O)c2ccc(C)cc2)cc1,2,-5,-1.5,-34,·,8,96,7,-4,93
N#C/C(=C1/CCCCCN1)c1nnc2n1CCCCC2,0,-1,-1.2,-33,-14,8,99,-6,1,92
CCCS(=O)(=O)c1c(S(=O)(=O)CCC)c2c(C)cccn2c1C(=O)OC,1,·,-4.4,1,2,2,90,-4,8,87
CCC(=NCc1ccc(Cl)c(Cl)c1)c1nc(-c2ccco2)oc1O,-1,-4,-1.4,-43,6,2,83,-6,1,71
O=C1COc2ccc(C(=O)/C=C/c3ccccc3)cc2N1,9,-5,-2.7,-21,·,14,10,-5,11,8
COc1cc(Cl)c(C)cc1NC(=O)CSC,3,-1,-2.4,5,-15,12,98,-11,-2,100
Cc1ccc(/C=C/C(=O)c2c(C)nc3ccccn23)cc1,3,-3,-5.1,-24,-5,24,10,-28,12,13
CCC(C)[C@H](NC(=O)Nc1cccc(OC)c1)C(=O)OC (stereo not given in full),3,0,2.1,-6,8,19,103,-12,1,97
CN(C)S(=O)(=O)c1ccc(C(=O)Nc2cc(=O)n(C)c(=O)n2C)cc1,1,-3,-0.6,-53,-8,6,97,0,-1,104
Cc1ccc(C)c(Nc2c([N+](=O)[O-])cc(C(=O)N3CC(=O)Nc4ccccc43)cc2[N+](=O)[O-])c1,1,-1,-4.6,-67,-31,18,93,-29,1,82
CC(C)C12CN3CC(C(C)C)(CN(C1)C3c1ccc3c(c1)OCO3)C2=O (stereo not given),5,-1,1.2,-39,-13,21,67,-6,-8,78
O=C(Nc1ccccc1N1CCN(c2ccccc2)CC1)c1cccc(F)c1,19*,0,0.9,-32,-8,3,76,-12,6,83
C/C(CC(=O)Nc1ccc(Cl)cc1)=N\NC(=O)C(=O)NCCO,-1,5,2.2,-6,·,7,89,-5,-4,90
CCC(C(=O)OCC(=O)Nc1ccccc1-c1ccccc1)c1ccccc1 (stereo not given),7,1,0.2,-35,-9,3,93,1,3,86
CCOc1ccc(S(=O)(=O)N(CC(=O)NCC(F)(F)F)Cc2ccco2)cc1,-1,-3,-3.4,4,16,4,75,1,-7,99
CS(=O)(=O)N1CCN(CC2CC3C=CC2C3)CC1 (stereo not given),2,0,0.1,-14,-20,15,104,-4,-3,96
CCC(=O)N1CCN(C(=O)CC)C1c1ccccc1,4,2,-1.0,-70,·,5,101,5,-2,101
Cc1cc(C)n2cc(CSC3=NCCS3)nc2n1,1,0,-2.3,-26,-11,20,84,-15,2,83
Cc1ccc(Nc2nc(N)nc(CN3CCN(c4ccccc4F)CC3)n2)cc1,1,0,0.3,-41,9,9,79,-3,-4,76
C=CCc1ccccc1OCC(O)CN(C(C)C)C(C)C (stereo not given),5,-1,-3.4,3,-2,6,76,-4,-10,74
CC1(C)Cc2c(C#N)c(NCCN3CCOCC3)nc(-c3ccco3)c2CO1,2,0,-4.3,4,-2,6,88,-4,3,88
O=c1/c(=C/c2ccco2)sc2nc(-c3ccccc3Br)nn12,0,2,-2.3,-12,26,5,83,-4,1,70
CCOC(=O)Cc1c(C)nc2c(-c3cccc(Br)c3)cnn2c1C,-2,0,-0.1,-43,·,22,83,-2,1,88
CCn1cc(C(=O)N2CCN(C(=O)c3ccco3)CC2)c2cc(OC)c(OC)cc2c1=O,0,-1,-1.0,-71,4,22,96,-1,1,106
Cc1cc(C)c(-c2cc(NC(=O)COC(=O)c3ccc(CO)cc3)n(-c3ccccc3)n2)cc1C,2,3,-1.1,-29,·,13,92,2,-3,84
Cn1c(=O)c2c(ncn2CC(O)CNc2ccc(Br)cc2)n(C)c1=O (stereo not given),2,-1,0.0,-32,0,14,96,-15,12,84
CCOC(=O)c1sc(NC(=O)CSc2nnc(Cc3ccccc3)o2)c(C(=O)OCC)c1C,9,-1,-1.8,-4,-10,19,72,-5,-2,67
Cc1ccc(S(=O)(=O)NCC(=O)N(CC(=O)NCc2ccccc2)CC2CCCO2)cc1 (stereo not given),3,0,-0.8,9,-16,1,84,-11,-2,88
CCCCNC(=O)n1c(=O)oc2ccc(Cl)cc21,4,·,-3.9,3,-6,6,99,-10,13,94
CCc1ccccc1N(CC)C(=O)c1cn(CC)c(=O)c2cc(OC)c(OC)cc12,0,0,-4.5,-9,·,21,83,-10,-2,81
CC(NC(=O)CSc1cccc(C(F)(F)F)c1)c1ccccc1 (stereo not given),0,9,-1.8,-14,-32,11,82,2,2,82
